Screening data (PubChem)
CXCR6 block = CXCR6 receptor inhibitors, primary screen, cell-based, beta-arrestin, luminescence, CHO-K1 PathHunter, 1536-well; hit rate 0.36% among 360,000; inhibition, % at 20 µM; C-X-C chemokine receptor type 6 (Homo sapiens), O00574; in the data active = inhibition above about 34%, passing the limit was not always enough;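 also: antagonist mode with CXCL16 agonist at 10 nM final; 0% = 10 nM CXCL16 with DMSO and 100% = unstimulated wells without agonist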
CCR6 antagonist = CCR6 receptor antagonists, primary screen, cell-based, CHO-K1, luminescence, beta-arrestin, uHTS | C-C chemokine receptor type 6 (Homo sapiens), P51684 | CHO-K1 CCR6 PathHunter beta-arrestin, CCL20-stimulated | inhibition, % at 20 µM | hit rate 0.49% among 340,000 | AID 493098, 2011;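 active = compounds whose inhibition of the agonist-driven luminescence signal at 20 µM reaches about 50%, limit read from the data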;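 also: cells stimulated with CCL20 at 14 nM final; plate controls were DMSO with CCL20 for no effect and DMSO without agonist for full effect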
Target sequence (P51684 whole entry, looked up): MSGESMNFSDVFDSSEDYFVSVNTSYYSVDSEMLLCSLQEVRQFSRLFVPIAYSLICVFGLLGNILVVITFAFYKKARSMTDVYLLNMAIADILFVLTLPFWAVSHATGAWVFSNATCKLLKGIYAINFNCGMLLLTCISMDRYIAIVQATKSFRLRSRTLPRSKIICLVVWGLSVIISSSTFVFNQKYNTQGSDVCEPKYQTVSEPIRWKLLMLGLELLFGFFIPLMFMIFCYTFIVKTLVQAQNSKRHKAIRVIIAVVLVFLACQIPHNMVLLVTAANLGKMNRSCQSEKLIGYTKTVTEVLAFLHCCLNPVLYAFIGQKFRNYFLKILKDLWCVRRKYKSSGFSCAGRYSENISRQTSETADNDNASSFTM
EBI2 antag = EBI2 receptor antagonists, beta-arrestin recruitment, primary screen, cell-based, luminescence, 7a,25-OHC stimulation, uHTS; G-protein coupled receptor 183 (Homo sapiens), P32249; 7a,25-OHC stimulated; hit rate 0.81% among 360,000; inhibition, % at 5 µM; in the data active = inhibition above about 38%;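 also: enzyme fragment complementation signal reports receptor beta-arrestin coupling in cells; 0% = agonist plus DMSO wells and 100% = wells without agonist; some results beyond the cut were filed as inactive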
Target sequence (P32249 whole entry, looked up, the tested form may be a part): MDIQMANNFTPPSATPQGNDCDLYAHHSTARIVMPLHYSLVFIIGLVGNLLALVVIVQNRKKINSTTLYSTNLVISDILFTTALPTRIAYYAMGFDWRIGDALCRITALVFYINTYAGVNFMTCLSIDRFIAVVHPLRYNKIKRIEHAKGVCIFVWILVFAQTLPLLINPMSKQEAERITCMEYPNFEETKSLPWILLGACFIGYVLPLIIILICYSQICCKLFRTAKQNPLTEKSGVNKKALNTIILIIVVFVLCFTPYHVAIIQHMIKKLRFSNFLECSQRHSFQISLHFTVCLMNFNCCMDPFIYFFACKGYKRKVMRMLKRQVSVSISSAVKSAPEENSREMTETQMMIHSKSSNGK
ATG4B inh = ATG4B protease inhibitors, primary screen, biochemical, fluorescence, uHTS | ATG4B cleavage of LC3-PLA2, NBD-HPC fluorescence, 1 h | hit rate 0.51% among 340,000 | AID 504462, 2011 | inhibition, % at 8.33 µM; in the data active = inhibition above about 40%
Gli-Sufu block = Gli-Sufu pathway antagonists, primary screen, luciferase luminescence, Sufu-KO-LIGHT cells, uHTS | Sufu-KO-LIGHT fibroblasts, Gli luciferase reporter luminescence | inhibition, % at 5 µM | hit rate 0.74% among 340,000 | AID 588413, 2011;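 active = inhibition above about 55%, limit read from the data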;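 also: 0% = DMSO-treated cells and 100% = wells with medium but no cells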
APJ ag = agonists of human apelin receptor APJ, primary screen, CHO-K1 cells, PathHunter beta-arrestin, luminescence; hit rate 0.11% among 330,000; activation, % at 20 µM; AID 2520, 2010; 0% DMSO wells, 100% apelin;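 active = activation more than six SD over the plate average, tested at 20 µM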;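 also: 0% = DMSO alone and 100% = apelin-13 at 10 nM; some results filed as inactive read as strong as hits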
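system = engineered CHO-K1 APJ arrestin reporter cells | input = 1000 cells per well | timing = overnight seeding, 90 min compound at 25 °C, 1 h detection | measured by = enzyme-fragment complementation luminescence | read-out = beta-arrestin recruitment to APJ as agonist activity, luminescent signal | control set = negative DMSO alone, positive Apelin-13 at 10 nM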
APJ antag = antagonists of human apelin receptor APJ, primary screen, CHO-K1 cells, beta-arrestin complementation, luminescence. P35414. inhibition, % at 20 µM. hit rate 0.32% among 330,000. AID 2521, 2010;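 active = inhibition above about 40% at 20 µM, limit read from the data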;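 also: cells challenged with 10 nM apelin-13 agonist together with compound; plate controls were apelin-13 plus DMSO wells for no effect and DMSO wells lacking apelin-13 for full effect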
UBC13 polyUb = UBC13 polyubiquitin chain formation inhibitors, primary screen, biochemical, TR-FRET, uHTS; inhibition, % at 20 µM; hit rate 0.47% among 330,000; in the data active = inhibition above about 45%, passing the limit was not always enough
Target sequence (P61088 whole entry, looked up): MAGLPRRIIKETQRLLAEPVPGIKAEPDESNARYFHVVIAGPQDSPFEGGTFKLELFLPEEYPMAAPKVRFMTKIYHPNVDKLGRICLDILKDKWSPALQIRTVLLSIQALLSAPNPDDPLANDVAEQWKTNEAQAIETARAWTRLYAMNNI
An asterisk follows results filed as active; · = not tested or not shown.

SMILES	CXCR6 block	CCR6 antagonist	EBI2 antag	ATG4B inh	Gli-Sufu block	APJ ag	APJ antag	UBC13 polyUb
CCn1ccc(C(=O)Nc2sc3c(c2C(=O)OC)CCC3)n1	3	1	15	4	-17	-2	-1	1
CC(OC(=O)Cn1cnc2ccccc2c1=O)C(=O)N(C)c1ccccc1 (configuration not stated)	1	-11	-7	2	-14	-7	4	-3
CN(C)c1cccc(C(=O)OCC(=O)NC2CCCC2)c1	3	8	-2	7	-8	-1	10	2
COc1ccc(N2C(=O)CC(Sc3nc(C)cc(C)n3)C2=O)cc1OC (configuration not stated)	0	-11	3	0	-4	-4	11	0
CCN1/C(=C2/SC(=S)NC2=O)Sc2ccccc21	2	4	0	1	7	-6	10	-10
CC(C)COC(=O)/C(C#N)=C/c1c[nH]c2ccccc12	1	13	12	-4	2	1	-4	9
Clc1ccccc1N1CCN(c2ncnc3nc[nH]c23)CC1	1	-5	-16	-4	8	-2	-2	4
Cc1ccc([N+](=O)[O-])cc1NC(=O)c1c(-c2ccccc2)noc1C	3	13	6	0	1	4	-13	4
CCOC(=O)C1(O)CC(C)=NN1C(=O)c1cccc(Cl)c1 (configuration not stated)	-5	2	-6	7	-3	-3	3	7
O=C1[C@H]2[C@H](ON3CCCC[C@H]23)C(=O)N1c1cccc(C(F)(F)F)c1	4	-1	-9	2	9	-3	-29	6
CCC(=O)c1c[nH]c(C(=O)NCc2cccs2)c1	-7	7	-10	-6	6	0	9	-6
Cc1cc(C)c(C)c(S(=O)(=O)N2CCC(C(=O)Nc3ccc(S(=O)(=O)N4CCOCC4)cc3)CC2)c1C	2	-6	-7	-14	32	10	8	5
CCCn1c(SCC(=O)Nc2ccccc2Oc2ccccc2)n[nH]c1=O	-7	10	-1	0	10	-2	-10	-2
CCN(CC)CCCNC(=O)c1cn(C)c2ccc(S(=O)(=O)N(C)C)cc2c1=O	-2	5	-5	5	-5	-3	20	-3
CC(=O)N1N=C(c2ccc3ccccc3c2)OC1(C)C	-11	-9	0	3	-17	0	-6	10

Results in APJ antag and Gli-Sufu block, for 2 of the compounds above:
Compound	APJ antag	Gli-Sufu block
CN(C)c1cccc(C(=O)OCC(=O)NC2CCCC2)c1	10	-8
COc1ccc(N2C(=O)CC(Sc3nc(C)cc(C)n3)C2=O)cc1OC (configuration not stated)	11	-4

Carrying on.
SMILES	CXCR6 block	CCR6 antagonist	EBI2 antag	ATG4B inh	Gli-Sufu block	APJ ag	APJ antag	UBC13 polyUb
CCCCn1c(N)c(N(CCOC)C(=O)c2ccc(N3CCCC3=O)cc2)c(=O)[nH]c1=O	1	-1	-17	-54	0	-4	10	2
COc1ccc(-n2c(N)c(C(=O)NCc3ccco3)sc2=S)cc1	3	9	-2	-3	-5	-5	-3	0
COc1ccccc1NC(=S)NCCC(c1ccccc1)c1ccccc1	7	23	-3	8	-1	-1	13	5
Nc1ccc2nc(SCc3cccc(F)c3)sc2c1	-13	-13	1	15	-42	-1	-4	2
CN(C)C(=O)CCc1ccc2c3c([nH]c2c1)[C@]1(CCc2ccccc2)[C@@H](C(=O)N2CCCCC2)C[C@H](CC(=O)NC(C)(C)C)C(=O)N1CC3	-1	25	8	-6	-2	·	·	·
Cn1c(=O)c([N+](=O)[O-])c(NCC2CCCO2)c2ccccc21 (configuration not stated)	-12	4	8	-17	2	1	1	1
CC1(c2ccc(OC(F)F)cc2)NC(=O)N(/N=C/c2c(O)ccc3ccccc23)C1=O (configuration not stated)	-10	4	-14	-11	-23	2	-29	-9
CCOc1ccc(/C=C2/SC(=O)NC2=S)cc1	6	21	0	1	-16	0	13	-20
COc1ccc2c(CC(=O)Nc3nc(C)cs3)coc2c1	-11	13	11	-6	-3	-2	-12	24
C=C1CCC[C@]2(C)C[C@H]3OC(=O)C(CN[C@@H](C)c4ccccc4)[C@H]3CC12 (some centres not stated)	-1	12	-13	-3	40	·	·	·
Cc1ccc(-c2nnc(SCC(=O)NC3CCCC3)n2N)cc1	-1	1	-4	5	-6	-2	11	-2
OCCN(Cc1ccccc1)Cc1ccc(Cl)cc1	-8	7	-14	-2	8	-3	15	5
COc1ccccc1N1CCN(C(=O)c2ccc3c(Cl)c4c(nc3c2)CCCC4)CC1	-4	7	-11	13	-9	-4	1	14
CC(=O)c1ccc(N2CCN(C(=O)c3ccc4[nH]c(C)c(C)c4c3)CC2)cc1	-2	4	14	-10	-6	0	5	-2
CN(Cc1ccccc1)C(=O)c1nc2ccccn2c1CNCCOc1cccnc1	6	1	-2	-7	11	-3	-12	-8
O=C(CN1C(=O)NC2(CCCCCC2)C1=O)Nc1cccc(F)c1	4	10	3	-31	-3	0	-35	-14
O=[N+]([O-])c1ccc(Cc2nnc(-c3ccccc3Cl)o2)cc1	-10	4	8	-6	-71	2	-27	8
Cc1cccc(NC(=O)COC(=O)c2cc(C)oc2C)c1	-5	13	0	-14	2	1	-6	-7
O=C(COC(=O)C1CC2C=CC1C2)Nc1cccc(S(=O)(=O)N2CCOCC2)c1 (configuration not stated)	-6	7	-1	6	26	-5	-12	-2
CCCCCCC(O)(c1ccc(OC)cc1)C(CN1CCOCC1)c1ccccc1 (configuration not stated)	15	16	12	-8	6	-2	-21	-3
COc1ccccc1OCCNC(=O)CCS(=O)(=O)c1ccccc1	-3	17	-4	-5	3	1	-6	-7
COc1ccccc1C1CC(=O)Nc2c1c(=O)n(C)c(=O)n2C (configuration not stated)	0	-2	-10	-8	8	-1	25	3
N#Cc1cccc(NC(=O)COC(=O)C2CCC2)c1	-10	-18	6	5	-7	-8	11	5
Cc1ccc(NC(=O)CSCC(=O)O)cc1	6	7	8	1	-8	-1	2	-2
Cc1ccc(Cn2c(O)c(N=NC(=S)Nc3ccccc3F)c3ccccc32)cc1	6	16	7	7	12	0	-26	-32
O=C(CN1CCC(O)(c2ccc3c(c2)OCO3)CC1)OC1CCCCC1	-2	4	-4	2	-2	-6	17	3
Cc1cc(C)cc(NC(=O)CCc2nc3sc4c(c3c(=O)[nH]2)CCCC4)c1	4	6	3	1	-59	-7	13	1
CN(C)c1ccc(C=NNc2nc3c([nH]2)c(=O)n(C)c(=O)n3C)cc1	-4	-12	-11	-3	1	·	·	·
C=CCn1nnnc1SCC(=O)Nc1cccc(C(F)(F)F)c1	3	10	1	-2	-5	-6	-8	5
Cc1ccc(-n2ncc(C(=O)NCC3CCN(C4CCCC4)C3)c2C2CCN(C(=O)OC(C)(C)C)CC2)cc1C (configuration not stated)	21	21	2	-7	-10	1	10	10
C=CC[C@H]1Cc2c(cccc2[N+](=O)[O-])[C@H](CC=C)N1	7	5	0	6	18	-3	13	3
O=C(NCc1nnc(SCC(=O)N2CCN(c3ccccc3)CC2)o1)c1ccc(F)cc1	1	13	-1	-2	26	11	-2	-5
COC(=O)COc1ccc(C(C2C(=O)CC(C)(C)CC2=O)C2C(=O)CC(C)(C)CC2=O)cc1	-6	8	-5	-4	3	-2	6	-10
Cc1ccc(-c2nc3ccc(NS(=O)(=O)c4ccccc4)cc3[nH]2)o1	5	1	11	-14	-41	-3	0	-3
C=CCn1c(CSCc2ccc(Cl)cc2)nnc1SCC(=O)NCc1ccccc1	2	9	-3	-15	-3	-3	6	6
CC(C)(Oc1ccc(Cl)cc1)C(=O)N1CCN(C(=O)c2ccco2)CC1	9	12	-11	-13	32	0	-3	-2
CNC(=S)N/N=C/c1c(C)nn(-c2ccc(F)cc2)c1Cl	-2	13	-3	-12	0	-3	11	14
Cc1[nH]c(=O)c(C(=O)c2ccccc2O)cc1C(=O)O	1	11	5	-7	1	-5	10	-8
CCN(CC)S(=O)(=O)c1cc(C(=O)OCC(=O)Nc2c(F)cccc2F)ccc1F	-8	-7	0	-15	-3	-1	-10	4
Cn1c(C(=O)N2CCN(c3ccc([N+](=O)[O-])cc3)CC2)cc2c(=O)[nH]c3ccccc3c21	-2	-2	7	-6	5	·	·	·
CCc1ccc(-c2nc(CSCC(=O)N3CCN(c4ncccn4)CC3)c(C)o2)cc1	-3	-3	0	8	21	0	4	4
CCc1nnc(NC(=O)C2CCCN2C(=O)NC2CCCCC2)s1 (configuration not stated)	-9	1	5	-9	9	-2	8	5
O=C(NCC1CCCO1)c1cccc(N2CCCC2=O)c1 (configuration not stated)	-1	6	-1	-1	1	-4	-11	-9
Cn1c(=O)c(=O)n(C)c2cc(S(=O)(=O)NCCN3CCN(c4ccccc4F)CC3)ccc21	-11	3	-9	-11	0	-3	11	-5
CC1CN(C(=O)COC(=O)c2cccs2)CC(C)O1 (configuration not stated)	8	12	-2	0	-12	-1	-10	-5
COc1cccc(C(=O)Nc2c3c(nn2-c2cccc(C)c2C)CS(=O)(=O)C3)c1OC	0	4	3	-8	6	10	-18	-2
COc1ccccc1C(=O)NC(CCSC)C(=O)NCc1ccncc1 (configuration not stated)	1	4	-8	-14	2	0	-51	-4
COc1ccc(-c2nc3c(n2O)CCC/C3=N\O)cc1	-2	-7	-2	-5	-3	0	-16	-6
O=C(c1ccccc1F)N1CCc2ccccc21	4	1	-9	1	3	2	-6	-4

Laid out differently: entries from further up
Screens in order: CXCR6 block	CCR6 antagonist	EBI2 antag	ATG4B inh	Gli-Sufu block	APJ ag	APJ antag	UBC13 polyUb
O=C(NCc1nnc(SCC(=O)N2CCN(c3ccccc3)CC2)o1)c1ccc(F)cc1
  1	13	-1	-2	26	11	-2	-5
COC(=O)COc1ccc(C(C2C(=O)CC(C)(C)CC2=O)C2C(=O)CC(C)(C)CC2=O)cc1
  -6	8	-5	-4	3	-2	6	-10
Cc1ccc(-c2nc3ccc(NS(=O)(=O)c4ccccc4)cc3[nH]2)o1
  5	1	11	-14	-41	-3	0	-3
C=CCn1c(CSCc2ccc(Cl)cc2)nnc1SCC(=O)NCc1ccccc1
  2	9	-3	-15	-3	-3	6	6
CC(C)(Oc1ccc(Cl)cc1)C(=O)N1CCN(C(=O)c2ccco2)CC1
  9	12	-11	-13	32	0	-3	-2
CNC(=S)N/N=C/c1c(C)nn(-c2ccc(F)cc2)c1Cl
  -2	13	-3	-12	0	-3	11	14
Cc1[nH]c(=O)c(C(=O)c2ccccc2O)cc1C(=O)O
  1	11	5	-7	1	-5	10	-8
CCN(CC)S(=O)(=O)c1cc(C(=O)OCC(=O)Nc2c(F)cccc2F)ccc1F
  -8	-7	0	-15	-3	-1	-10	4
Cn1c(C(=O)N2CCN(c3ccc([N+](=O)[O-])cc3)CC2)cc2c(=O)[nH]c3ccccc3c21
  -2	-2	7	-6	5	·	·	·
CCc1ccc(-c2nc(CSCC(=O)N3CCN(c4ncccn4)CC3)c(C)o2)cc1
  -3	-3	0	8	21	0	4	4
CCc1nnc(NC(=O)C2CCCN2C(=O)NC2CCCCC2)s1 (configuration not stated)
  -9	1	5	-9	9	-2	8	5
O=C(NCC1CCCO1)c1cccc(N2CCCC2=O)c1 (configuration not stated)
  -1	6	-1	-1	1	-4	-11	-9
Cn1c(=O)c(=O)n(C)c2cc(S(=O)(=O)NCCN3CCN(c4ccccc4F)CC3)ccc21
  -11	3	-9	-11	0	-3	11	-5
CC1CN(C(=O)COC(=O)c2cccs2)CC(C)O1 (configuration not stated)
  8	12	-2	0	-12	-1	-10	-5
COc1cccc(C(=O)Nc2c3c(nn2-c2cccc(C)c2C)CS(=O)(=O)C3)c1OC
  0	4	3	-8	6	10	-18	-2
COc1ccccc1C(=O)NC(CCSC)C(=O)NCc1ccncc1 (configuration not stated)
  1	4	-8	-14	2	0	-51	-4
COc1ccc(-c2nc3c(n2O)CCC/C3=N\O)cc1
  -2	-7	-2	-5	-3	0	-16	-6
